Dyrk1A ADPGlo = rat Dyrk1A kinase inhibitors, primary screen, biochemical, single point, plate reader; Dual specificity tyrosine-phosphorylation-regulated kinase 1A (Rattus norvegicus), Q63470; ADP-Glo luminescence, NFATc1 peptide; inhibition, % at 12.5 µM; hit rate 0.43% among 310,000; in the data active means inhibition above about 50%;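 further: plate controls were vehicle with enzyme for no effect and no enzyme for full effect; many of its hits are not listed in these tables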
HSP90 refold inh = HSP90 inhibitors, primary screen, cell lysate, luminescence; Heat shock protein HSP 90 (rabbit reticulocyte lysate; luciferase refolding); hit rate 0.91% among 290,000; inhibition, % at 5.6 µM; Rabbit reticulocyte lysate, luciferase refolding luminescence, 3 h;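 active means inhibition above the screen-wide mean plus 3 SD, computed separately per campaign, cut at about 16% in these data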;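 further: 0% = DMSO wells and 100% = 60 µM geldanamycin wells; inhibitors lower the luminescence because luciferase stays unfolded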
GSK3beta inhib = human GSK3beta kinase inhibitors, primary screen, biochemical, cell-free homogeneous, HTS; activity score (negative = inhibition), % at 10 µM; AID 2097, 2009; hit rate 0.038% among 300,000; GST-GSK3beta kinase, ADP-Glo luminescence, 60 min; active compounds read low; Glycogen synthase kinase-3 beta (Homo sapiens), P49841;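 active means more than half of replicate wells score below -50%, meaning over 50% inhibition versus plate controls; inconclusive means some replicates but at most half score below -50%; inactive means no replicate scores below -50%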;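 further: 0% = median DMSO wells and -100% = median GW8510 positive control wells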
Target sequence (P49841 whole entry, looked up): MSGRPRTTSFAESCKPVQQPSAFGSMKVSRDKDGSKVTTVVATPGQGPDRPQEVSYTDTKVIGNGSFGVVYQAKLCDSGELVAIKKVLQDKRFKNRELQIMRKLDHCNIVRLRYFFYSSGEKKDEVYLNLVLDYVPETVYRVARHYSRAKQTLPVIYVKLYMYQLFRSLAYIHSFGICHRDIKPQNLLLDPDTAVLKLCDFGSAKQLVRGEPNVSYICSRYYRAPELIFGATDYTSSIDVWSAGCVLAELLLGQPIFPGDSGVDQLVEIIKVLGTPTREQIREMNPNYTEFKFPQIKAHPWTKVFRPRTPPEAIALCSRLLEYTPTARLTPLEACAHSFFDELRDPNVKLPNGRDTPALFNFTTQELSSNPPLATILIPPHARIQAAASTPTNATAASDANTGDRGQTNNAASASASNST
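Test system: GST-tagged human GSK3beta kinase, cell-free; evaluation: activity score scaled between in-plate DMSO and GW8510 controls; measured by: ADP-Glo luminescence; incubation: 60 min reaction, RT; benchmarks: DMSO and 20 µM GW8510; reagent: peptide substrate plus 25 µM ATP (final); medium: Tris/MgCl2 kinase buffer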
PolyA inh = polyadenylation inhibitors in yeast reporter cells, primary screen, luminescence, S. cerevisiae. calls only at 12 µM. hit rate 0.02% among 300,000. AID 1875, 2009. S. cerevisiae SKY197-pL101 polyadenylation reporter, beta-gal luminescence; efflux-impaired pdr1/pdr3 knockout yeast; score 100 = 6 SD above DMSO;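 active means lowest replicate activity score at least 50, where 100 means six control SD above control mean; inconclusive means lowest score under 50 but half or more replicates reach 50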;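 further: yeast exposed to compound for 9 h at 30 °C; higher score means more reporter readthrough which indicates perturbed polyadenylation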
Platelet DG rel = inhibitors of platelet dense granule secretion, primary screen, cell-based, MLPCN, human platelets; human platelet-rich plasma, SFLLRN dense granule ATP release, luminescence; inhibition, %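 (compounds screened at 7.5 µM in platelet-rich plasma)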; hit rate 0.22% among 300,000;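 active means mean replicate score, as percent of positive control, at or above 50; inconclusive means mean below 50 but at least one replicate at or above 50; inactive means mean and every replicate below 50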
GSK3A inh = blockers of GSK3A enzyme activity – biochemical, luminescence, cell-free homogeneous, HTS, primary screen. Glycogen synthase kinase-3 alpha (Homo sapiens), P49840. hit rate 0.1% among 320,000. GSK-3 alpha kinase, ADP-Glo luminescence, 60 min. inhibition, % at 10 µM;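 in the data active means inhibition above about 50%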;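 further: GST-tagged GSK-3 alpha with peptide substrate and 25 µM ATP; 0% = DMSO neutral wells and 100% = GW8510 positive control wells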
HSF-1 act = HSF-1 activators, primary screen, NIH3T3-HGL cells, MG132 stress, luminescence, single point | NIH3T3-HGL HSF-1 luciferase reporter, 8 h; 100% = twice DMSO control signal | activation, % at 9 µM | hit rate 1.7% among 300,000;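 active means mean replicate activation of at least 50% with a set share of replicates each reaching 50%; inconclusive means only one of those two conditions met; inactive means mean below 50% and too few replicates reaching it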;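 further: 0% = median of the neutral control wells and 100% = twice that signal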
AI-2 QS mod = Vibrio harveyi AI-2 quorum sensing modulators, primary screen, JMH597 strain, luminescence/OD600 ratio; activity change, % at 7.5 µM; Vibrio harveyi JMH597 AI-2 luminescence/OD600 ratio, 9 h; active compounds read low; strain lacks LuxN and CqsS sensors; 0 = neutral-control median; hit rate 0.4% among 300,000; in the data active means activity change below about -75%, passing the limit was not always enough; inconclusive means no clear call, values can overlap the other calls;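 further: luminescence divided by OD600 gain over 9 h not by final OD600 alone; inactives centre near 13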
HSF1 inh = HSF1 inhibitors in luciferase reporter cells, primary screen, cell-based, NIH3T3, luminescence | hit rate 0.77% among 300,000 | AID 2098, 2009 | NIH3T3-HGL HSE-luciferase, MG132-induced, luminescence 8 h; active compounds read low | activity change, negative = inhibition, % at 7.5 µM (by protocol);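 active means more than half of replicate wells show activity change below -50%, luminescence cut by over half; inconclusive means some wells, but at most half, below -50%; inactive means no replicate well below -50%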;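 further: luciferase reports HSF-1 transcriptional activity via heat shock element; 0% = median of DMSO wells and -100% = zero luminescence signal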
HDAC3 inhib = HDAC3 deacetylase inhibitors, primary screen, biochemical, fluorescence, cell-free homogeneous | Histone deacetylase 3 (Homo sapiens), O15379 | hit rate 0.15% among 320,000 | AID 2718, 2010 | recombinant HDAC3, fluorogenic peptide/trypsin coupled | inhibition, % at 8.3 µM; in the data active means inhibition above about 26%, passing the limit was not always enough; inconclusive means no clear call, values can overlap the other calls
Target sequence (O15379 whole entry, looked up): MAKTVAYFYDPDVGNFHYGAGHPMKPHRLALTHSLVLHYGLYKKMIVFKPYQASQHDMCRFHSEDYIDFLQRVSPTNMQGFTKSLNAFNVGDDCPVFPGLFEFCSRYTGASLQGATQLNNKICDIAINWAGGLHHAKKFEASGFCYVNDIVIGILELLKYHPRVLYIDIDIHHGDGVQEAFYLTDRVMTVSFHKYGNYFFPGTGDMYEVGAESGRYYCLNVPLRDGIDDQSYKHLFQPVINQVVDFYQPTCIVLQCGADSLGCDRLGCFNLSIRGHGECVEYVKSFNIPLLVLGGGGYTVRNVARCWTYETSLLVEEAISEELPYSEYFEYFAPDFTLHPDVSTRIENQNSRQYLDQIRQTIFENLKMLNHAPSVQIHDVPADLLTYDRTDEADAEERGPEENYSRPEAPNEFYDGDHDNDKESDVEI
* hit, by the source's call; i = inactive; ? = inconclusive; . = not tested or not shown. Not all compounds are listed, so the mix of outcomes need not match the whole.

Each structure is followed by: HDAC3 inhib, AI-2 QS mod, GSK3beta inhib, Platelet DG rel, HSF1 inh, HSF-1 act, PolyA inh, Dyrk1A ADPGlo, HSP90 refold inh, GSK3A inh
O=P(CCCCCCCCCP(=O)(c1ccccc1)c1ccccc1)(c1ccccc1)c1ccccc1
→ 7, 3, 1, -6, -4, 17, i, -6, 6, -4
Cc1ccccc1-n1nc2c(c1NC(=O)c1cccc(F)c1)CS(=O)C2 (centres undefined)
→ 2, 7, -7, -10, -5, 4, i, 1, 0, -1
COc1ccc(Cc2c(O)nc(SC)n(C(C)=O)c2=O)cc1
→ -1, 22, 4, -2, -2, -5, i, 6, -1, -11
CC(=O)c1c(CC(=O)O)[nH]n(-c2nc3ccccc3s2)c1=O
→ -4, 9, -4, -1, 1, 3, i, -8, 2, 1
COc1ccc(CNC(=O)C2CCCN2C)cc1OC (centres undefined)
→ 6, 8, 4, -12, 6, 5, i, -4, 3, -3
CSc1nnc(C)c(=O)n1COC(=O)c1ccc(S(=O)(=O)N(C)C)cc1
→ 4, 22, -1, -1, 0, -2, i, 5, -4, 0
COc1cccc(C(=O)NCC(=O)N/N=C/c2cccc(OC(=O)c3ccc([N+](=O)[O-])cc3)c2)c1
→ -2, 12, 1, 6, 5, 14, i, -4, 1, .
Cc1cccc(NC(=O)c2sc(-c3ccccc3)nc2-c2ccc([N+](=O)[O-])cc2)c1
→ -11, 20, -1, 9, ?, -62, i, -3, -2, -4
O=[N+]([O-])c1cccc(/C=N/n2c(C3CCCCC3)n[nH]c2=S)c1
→ 3, 30, -5, -4, -5, 29, i, 46, 3, -1
Nc1nc(SCc2ccc(Cl)cc2Cl)ns1
→ 13, 15, 0, 3, 9, 21, i, 2, 5, -1
COc1ccc(-c2cn(Cc3ccc(C)cc3)nn2)cc1
→ 3, -61, 4, 3, 16, 24, i, 1, -6, -3
COc1cc2c(cc1OC)C(c1ccc(OC)c(OC)c1OC)CC(=O)N2 (centres undefined)
→ 14, 9, 0, 5, -2, -9, i, 8, -4, 0
COc1cc2c(cc1NC(=O)CSc1nnc(Cc3cccs3)n1Cc1ccco1)oc1ccccc12
→ 1, 22, 0, -11, 18, 37, i, 1, 4, -3
CC1CCN(c2c(NCC3CCC(C(=O)NC4CCCCCC4)CC3)c(=O)c2=O)CC1 (centres undefined)
→ 6, 10, 2, 0, -5, -5, i, -6, 3, -1
Cc1c(C(=O)N(Cc2ccc(N(C)C)cc2)C2CCS(=O)(=O)C2)oc2ccccc12 (centres undefined)
→ -1, 15, -3, 5, 7, 31, i, -3, 3, 3
Nc1c(C(=O)NCc2ccco2)c2nc3ccccc3nc2n1CCc1ccc(F)cc1
→ -13, 4, -1, 4, 31, 48, i, -4, 1, 14
C=C(C)c1cccc(C(C)(C)NC(=O)NCc2ccc(OC)cc2)c1
→ 3, 21, 2, 1, 7, 23, i, 2, 0, 2
COc1ccc(C(=O)Nc2ccccc2NC(=O)c2ccco2)c(OC)c1
→ -2, -4, 2, 6, -3, 0, i, 5, 3, .
CCCCN(C)C(=O)c1nc2ccccn2c1CNC1CCC1
→ -10, 17, -5, 3, -8, 6, i, -1, 5, -4
COc1ccc(SCCN2CCN(C)CCC2=O)cc1
→ ., 14, 1, -1, -10, -12, i, -6, ., .
NS(=O)(=O)c1ccc(CCn2c(=S)[nH]c3ccccc3c2=O)cc1
→ 4, 45, -2, 0, -33, -46, ., -5, 14, 0
O=C(CCN1C(=O)c2ccccc2C1=O)NC1=NCCS1
→ 3, 14, 6, -5, -9, -20, i, -6, -3, 1
COc1ccc(N2CCN(C(=O)Cn3cnc4c3c(=O)n(C)c(=O)n4C)CC2)cc1
→ -2, 5, 4, -6, -9, 20, i, -4, -6, -2
O=C(COc1ccccc1CNCc1ccccc1)Nc1ccccc1
→ -2, 30, -3, -2, 10, 31, i, 15, 0, 5
O=C(CSc1nnc(-c2c[nH]c3ccccc23)o1)N1c2ccccc2CCc2ccccc21
→ 10, 33, 0, 4, 0, 6, i, 0, 6, 1
Cc1ccc(NC(=O)COC(=O)c2cccnc2Cl)cc1S(=O)(=O)N1CCCCC1
→ 13, -2, -3, 1, -3, 7, i, 4, -1, -3
Nc1nc2c([N+](=O)[O-])cccc2s1
→ ., 13, 0, 17, -5, -11, i, 16, 3, -1
COC(=O)C1(C)NC(c2ccc(Cl)cc2)C2C(=O)N(c3ccccc3)C(=O)C21 (centres undefined)
→ -3, 12, -6, 1, -4, 4, i, 3, 3, 0
COc1ccc(C(=O)NC2CCN(S(=O)(=O)Cc3ccccc3)CC2)c(OC)c1
→ 0, 16, 1, -3, 0, 16, i, -5, 1, 1
COc1ccccc1CCc1nnc(CCC(=O)NCCOc2cccnc2)o1
→ -2, 3, 3, 2, 0, -5, i, -4, -5, -1
O=C(NCc1ccccn1)C1CCC(=O)N1C1CCCC1 (centres undefined)
→ ., 16, 2, 5, 2, 10, i, 14, -3, .
O=C(COC(=O)c1cc(F)c(F)cc1Cl)NC1CC1
→ -3, 28, -3, 1, 0, 7, i, 2, 0, -1
CCCCN(Cc1ccco1)S(=O)(=O)c1ccc(-c2ccc(=O)[nH]n2)s1
→ -1, -1, 1, 3, 4, 6, i, -3, 4, -2
Cc1cccc(NC(=O)c2nc[nH]c2C(=O)NCC(=O)OCc2ccccc2)c1
→ 16, 3, -3, 7, -13, -24, i, 3, ., 3
CCOC(=O)Cc1csc(NC(=O)CSc2nnc(-c3cccnc3)n2Cc2ccco2)n1
→ 0, -1, 1, 1, 10, 4, i, 3, -3, -2
O=C(Cn1cc2c(n1)CCCCC2)N1CCc2ccccc2C1
→ -3, 8, -1, 3, 7, 2, i, -2, -1, -2
COC(=O)CC1=C(C(=O)OC)C(c2ccc3c(c2Cl)OCO3)C(C#N)=C(N)O1 (centres undefined)
→ 3, 64, -1, -10, 8, 11, i, 15, 1, -3
O=C(/C=C/c1cccc([N+](=O)[O-])c1)NCCSc1ccccc1
→ 1, 24, -4, -1, 7, 10, i, 10, -2, .
O=C(c1cc([N+](=O)[O-])ccc1Cl)N1CCN(c2ccc([N+](=O)[O-])cc2)CC1
→ 5, 27, -6, -11, -5, -7, i, ., 0, 0
COc1ccccc1NC(=O)CSc1nnc(CNC(=O)c2ccccc2F)o1
→ -4, 13, ., -18, 2, 3, i, -2, -1, -2
CCOc1ccc2nc(C(C)O)[nH]c2c1 (centres undefined)
→ 1, 20, 0, 7, -4, -6, i, 5, 0, 0
NC(=O)c1ccc2c(=O)n3c(-c4cccs4)csc3nc2c1
→ 14, 4, -1, -5, 10, -5, i, 4, ., -2
Cc1cccc(NC(=O)CSc2nnc(C)c(=O)n2N)c1C
→ 2, 8, -3, -7, -7, -3, i, 0, 3, -6
O=C(O)c1ccc(NS(=O)(=O)c2cccc(S(=O)(=O)c3ccc(Cl)c(Cl)c3)c2)cc1
→ -5, 17, 0, 3, -2, -7, i, -4, -2, -5
CCOC(=O)Cc1csc(NC(=O)c2c(C)noc2C)n1
→ -2, 7, -1, 1, -3, -13, i, 1, 0, 2
CCCCCCn1c(SCC(=O)c2c(N)n(C)c(=O)n(C)c2=O)nc2ccccc21
→ 2, 16, -2, 16, -4, -1, i, 0, -1, 1
COCCN(C(=O)CN1CCN(S(=O)(=O)c2ccc(F)cc2)CC1)c1c(N)n(Cc2ccccc2)c(=O)[nH]c1=O
→ -2, 18, 2, -2, 3, -5, i, 2, 0, 2
O=C(Nc1cccc(C(F)(F)F)c1)C1CCCCC1
→ 7, 21, -2, -10, -21, -39, i, 6, -4, -2
O=C(CN1CCN(Cc2ccccc2)CC1)N/N=C/C=C/c1ccccc1[N+](=O)[O-]
→ 3, 0, -5, 0, 3, 12, i, -6, 5, -2
COc1cc([N+](=O)[O-])ccc1NC(=O)C[n+]1ccccc1
→ 3, 20, -4, -7, -1, 26, i, -3, 4, -1
O=C(CSCc1ccccc1)Nc1cc([N+](=O)[O-])ccc1F
→ -5, 14, -1, 0, -5, 3, i, 1, 2, 0
COc1cccc(N/C(SCc2ccccc2Cl)=C(/C#N)C(=O)NCc2cccs2)c1
→ 11, 19, 1, 10, 11, 32, i, 13, 7, -1
CCS(=O)(=O)c1nc(S(=O)(=O)c2ccc(C)cc2)c(NCCN2CCOCC2)s1
→ 12, 47, 5, -1, 8, 24, i, 6, 0, 1
O=C(c1ccco1)N1CCCC(c2nc3c(nnn3Cc3ccccc3)c(=O)[nH]2)C1 (centres undefined)
→ -6, 19, -3, 2, 0, 13, i, 0, -4, -1
CCOC(=O)C(CC)/C(C)=N/NC(=O)c1ccc([N+](=O)[O-])cc1 (centres undefined)
→ 1, 22, 2, 9, 4, -2, i, 5, -1, -5
CCCCSC(=S)N(C)C1CCS(=O)(=O)C1 (centres undefined)
→ 0, 24, 2, 4, 3, 5, i, 3, 0, -2
Cc1nn(-c2ccccc2)c(C)c1/C=N/N1CCN(c2ccccn2)CC1
→ 4, 37, 0, -1, 1, 9, i, 7, 0, 0
